Bioassay records (PubChem BioAssay)
S1P4 ag – human S1P4 receptor agonism. AID 1509. 0.35% of 220,000 active. activation, % at 4.98 µM. S1P4-expressing cell line, agonist reporter assay; in the data active means activation above about 11%;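 further: 0% = DMSO vehicle and 100% = reference agonist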
Target sequence (O95977 whole entry, looked up): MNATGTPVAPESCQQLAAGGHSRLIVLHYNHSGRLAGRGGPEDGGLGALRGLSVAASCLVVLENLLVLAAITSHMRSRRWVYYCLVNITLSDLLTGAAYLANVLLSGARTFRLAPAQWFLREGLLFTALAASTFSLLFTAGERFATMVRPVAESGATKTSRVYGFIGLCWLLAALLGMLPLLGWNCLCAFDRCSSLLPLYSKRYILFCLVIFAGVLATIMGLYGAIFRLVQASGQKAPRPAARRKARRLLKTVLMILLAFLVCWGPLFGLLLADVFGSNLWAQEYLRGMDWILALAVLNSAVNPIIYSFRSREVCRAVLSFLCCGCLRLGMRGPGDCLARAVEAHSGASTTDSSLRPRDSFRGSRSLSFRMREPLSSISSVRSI
CHOP inh – blocks CHOP induction under ER stress; CHO-K1 CHOP-promoter luciferase, tunicamycin-induced, 15-18 h; inhibition, % at 10 µM; 3.8% of 220,000 active; AID 2732;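 active means compounds that reduced the stress-induced luciferase reporter signal by more than about 70% of percent inhibition, limit read from the data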;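 further: 0% = tunicamycin plus vehicle and 100% = wells without tunicamycin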
S1P4 antagonist – antagonists of human S1P4 receptor; 0.26% of 220,000 active; O95977; inhibition, % at 4.98 µM; S1P4-expressing cells, antagonist mode, reporter read-out; in the data active means inhibition above about 29%;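 further: 0% = wells stimulated with agonist and 100% = vehicle wells without agonist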
NPY-Y2 PAM-ag – potentiates or activates human NPY-Y2 receptor; P49146; cells expressing NPY-Y2, potentiator/agonist read-out; activation, % at 3.6 µM; 0.45% of 220,000 active; in the data active means activation above about 27%;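 further: cells stimulated with NPY near EC25 plus isoproterenol at EC100; 0% = vehicle plus submaximal agonist and 100% = vehicle plus saturating agonist; some results beyond the cut were filed as inactive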
BaF3 tox – counter-screen for JAK2V617F inhibitors: parental Ba/F3 viability inhibitors; inhibition, % at 5.6 µM; 1.1% of 220,000 active; CellTiter-Glo ATP luminescence;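 active means inhibition above a per-campaign cutoff, the mean inhibition of all tested compounds plus 3 SD, cut at about 27% in these data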;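 further: 0% = DMSO wells and 100% = JAK Inhibitor I control wells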
NCF1 inh – blocks human p47phox regulatory protein of NADPH oxidases | P14598 | AID 1274 | p47phox/p22phox peptide binding, fluorescence polarization, 2 h | 0.53% of 220,000 active | inhibition, % at 24.7 µM;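 active means inhibition above about 30%, limit read from the data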;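 further: 0% = p47phox with labelled peptide and 100% = labelled peptide alone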
NPY-Y1 PAM-ag – potentiates or activates human NPY-Y1 receptor | P25929 | NPY-Y1 expressing cells, potentiator/agonist activation | activation, % at 3.6 µM | 0.37% of 220,000 active | AID 1304; in the data active means activation above about 33%, passing the limit was not always enough;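 further: cells stimulated with NPY at EC10 then isoproterenol at EC100; 0% = low agonist plus stimulus and 100% = saturating agonist plus stimulus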
Target sequence (P25929 whole entry, looked up): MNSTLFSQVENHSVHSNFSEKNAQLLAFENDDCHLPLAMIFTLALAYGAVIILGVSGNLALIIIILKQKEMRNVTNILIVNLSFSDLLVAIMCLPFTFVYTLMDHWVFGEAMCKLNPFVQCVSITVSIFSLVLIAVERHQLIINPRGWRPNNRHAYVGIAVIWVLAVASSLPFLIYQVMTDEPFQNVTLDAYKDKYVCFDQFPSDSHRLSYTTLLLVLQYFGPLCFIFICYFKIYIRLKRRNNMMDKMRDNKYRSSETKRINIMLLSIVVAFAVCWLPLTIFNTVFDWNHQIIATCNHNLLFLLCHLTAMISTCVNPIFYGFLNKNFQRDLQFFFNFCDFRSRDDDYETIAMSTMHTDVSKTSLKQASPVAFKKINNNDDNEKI
NPY Y1 blocker – antagonists of human neuropeptide Y receptor Y1; P25929; HEK293-CNG Y1 cells, membrane potential fluorescence; NPY at EC95, then isoproterenol; inhibition, % at 3.6 µM; 1% of 200,000 active; AID 1040;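 active means inhibition above the campaign mean inhibition of all tested compounds plus 3 SD, cut at about 20% in these data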;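 further: 0% = DMSO wells given NPY plus isoproterenol and 100% = isoproterenol alone without NPY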
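Assay system: HEK293 cells with Y1 receptor plus CNG channel | Probe or stimulus: NPY (25 nM), isoproterenol (1 µM), Ro 20-1724 (25 µM) | Timing: Compound incubation 1 h at room temperature, readout 45 min post-stimulation | Measured by: Membrane-potential fluorescent dye readout | Benchmarks: High control isoproterenol alone, low control NPY with isoproterenol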
Ba/F3 V617F tox – lowers viability of Ba/F3 cells expressing EpoR and JAK2V617F. ATP luminescence. 1.1% of 220,000 active. inhibition, % at 5.6 µM;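 active means inhibition above the campaign mean plus 3 SD over all tested compounds, cut at about 24% in these data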;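 further: cytokine-independent growth of Ba/F3 cells driven by EpoR plus mutant JAK2; 0% = DMSO-treated cells and 100% = JAK inhibitor I control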
Starred values were filed as active, the others as inactive; . = no result given; & = joins results of further samples.

entry	smiles	S1P4 ag	CHOP inh	S1P4 antagonist	NPY-Y2 PAM-ag	BaF3 tox	NCF1 inh	NPY-Y1 PAM-ag	NPY Y1 blocker	Ba/F3 V617F tox
1	Clc1ccccc1CSc1nc2ccncc2[nH]1	1.5	21	-7	2	7	-16	10	-2	-1
2	CC(C)(C)NS(=O)(=O)c1ccc(OCC(=O)NCCC2=CCCCC2)cc1	-2.0	-11	9	5	6	-12	-1	-3	-1
3	COc1cccc(C(=O)NNC(=O)Cc2cccs2)c1	24*	14	-9	-3	8	-7	-5	1	4
4	Cc1ccc2cc(CCNC(=O)c3ccco3)c(=O)[nH]c2c1C	-1.3	46	5	2	9	-2	3	9	-1
5	CC(C)CCN(C(=O)Cc1ccccc1F)c1c(N)n(Cc2ccccc2)c(=O)[nH]c1=O	-1.4	1	-3	2	0	-11	-2	-2	-2
6	O=S(=O)(Nc1cccc(-c2cn3c(n2)SCC3)c1)c1cccs1	0.7	30	-11	-17	8	.	20	1	2
7	CC(=O)Nc1cccc(OCC(=O)Nc2ccc(F)cc2)c1	-2.9	11	-16	-28	4	-6	-11	0	2
8	CCSc1nnc2c(n1)OC1(CCCC1)Nc1ccccc1-2	-2.2	8	-30	7	5	-8	3	6	-3
9	COc1cc(OC)cc(C(=O)NCc2n[nH]c(=S)n2-c2ccccc2OC)c1	-0.2	31	-2	-2	6	-6	3	0	2
10	COC(=O)C(CSCc1ccccc1)NC(=O)CSc1nc(N)cc(=O)[nH]1 (stereo not given)	1.6	6	1	-8	1	3	14	0	2
11	CC(=O)c1ccc(OCC(O)CN2CCN(Cc3ccc4c(c3)OCO4)CC2)cc1 (stereo not given)	-2.6	-34&-13	3	-9	3	-12&8	-17	5	4
12	O=C(Nc1nnc(Cc2ccccc2)s1)c1cnccn1	0.3	-18	-6	-9	7	1	-5	11	0
13	Cc1nnc2n1N=CC=C(C(C)(C)C)S2	-0.8	11	-7	1	2	5	4	-1	-3
14	Cc1cccc(NC(=O)CCSc2nc(C)cc(C)n2)c1	3.5	15	-10	-15	6	-27	-8	1	1
15	Cc1ccc(NC(=O)COC(=O)Cn2nc(C)c([N+](=O)[O-])c2C)c([N+](=O)[O-])c1	0.5	30	-5	-1	6	2	-7	-4	2
16	CCOc1ccc2[nH]c3c(NCCc4ccc(OC)c(OC)c4)ncnc3c2c1	0.0	-36	3	3	2	-40	2	.	2
17	Cc1ccc(OCC(=O)NNC(=S)NCc2ccccc2)cc1	1.1	0	-14	-3	10	10	-11	6	2
18	CCOCCCNC(=O)C(NC(=O)c1ccc(NC(C)=O)cc1)c1ccc(OC)cc1 (stereo not given)	-0.3	40	-13	-14	5	2	-3	2	4
19	COc1ccc(OC)c(NC(=O)c2ccccc2NC(=O)c2ccco2)c1	1.2	9	-3	-31	3	-18	-12	.	-2
20	O=C(CCc1ccccc1)OCC(=O)c1cccc([N+](=O)[O-])c1	-0.8	10	6	12	-5	-5	1	0	0
21	COc1cccc(NC(=O)CSc2nnc(-c3cc(C)n(-c4ccccc4)c3C)o2)c1	0.0	98*	-3	-16	10	-18	5	5	1
22	Cc1ccc(S(=O)(=O)/N=C(\N)Nc2nc(C)c3cc(C)ccc3n2)cc1	1.0	40	-19	-2	2	-12	2	10	5
23	CC[n+]1ccc(C)c2cc(S(=O)C(F)(F)F)ccc21 (stereo not given)	0.6	-9	-11	-15	27*	-2	1	7	16
24	O=c1c2[nH]c3cccc(Cl)c3c2ncn1Cc1ccncc1	1.5	.	1	-1	6	.	-5	0	3
25	CCCCC(=O)NCc1ccc(Cl)cc1	0.5	14	-13	2	6	-6	7	-3	5
26	COC(=O)C1(CCSC)NC(c2ccc(O)c(OC)c2)C2C(=O)N(c3ccc(C)cc3)C(=O)C21 (stereo not given)	-1.0	4	-7	5	4	-1	-3	-6	-2
27	Cc1ccn2cc(-c3ccc4c(c3)NC(=O)CO4)nc2c1	1.0	-7	-5	2	7	-2	-14	8	-2
28	COc1ccccc1NC(=O)c1c(C)cc(=O)oc1C	1.5	10	-6	0	1	-8	-8	4	0
29	O=S(=O)(Nc1ccc(OC(F)(F)F)cc1)c1cccc2nonc12	-1.3	-3	9	14	-3	-5	1	.	-2
30	CC(=O)c1ccc(C(=O)N2CCC(CO)(Cc3cccc(C(F)(F)F)c3)CC2)cc1	0.6	11	-20	14	5	-3	26	-3	3
31	COc1ccc(/C=N/N2CCN(C3c4ccccc4-c4ccccc43)CC2)cc1OC	3.6	29	-10	-2	8	10	0	-2	0
32	Cc1cc(C)c(-c2cc(C(=O)Nc3c(C)n(C)n(-c4ccccc4)c3=O)[nH]n2)c(O)c1	1.2	11	-8	-18	3	-13	-10	-1	3
33	COc1ccc(CC(=O)NC(C)(C)C)cc1S(=O)(=O)N1CCOCC1	-2.7	-8	4	13	4	-2	-26	7	-1
34	CC(=O)Oc1ccc2oc(-c3ccccc3)c(C(N)=O)c2c1	1.4	6	-6	0	-4	0	20	.	-2
35	Cc1nn(Cc2ccccc2)c(C)c1NC(=O)CCCn1nc([N+](=O)[O-])cc1C	-0.6	24	2	-16	2	-1	-3	4	-4
36	CCCn1nnnc1SCC(=O)NCc1cccs1	-0.1	43	-1	15	10	6	-4	2	4
37	O=[N+]([O-])c1cc(C(F)(F)F)ccc1Sc1ccccn1	0.6	49	-7	-14	2	-5	-14	2	-2
38	O=C(Nc1cccn(Cc2ccccc2)c1=O)NC1CCCCC1	-0.5	20	11	-22	11	-14	4	-1	3
39	COCc1nnc(NC(=O)CC(C)C)s1	1.1	-7	-20	2	2	2	1	4	0
40	O=[N+]([O-])c1ccc(-c2c[nH]c(=S)[nH]2)cc1	1.7	-10	-17	16	0	-3	3	.	0
41	O=C(/C=C/c1ccc(F)cc1)NCCc1ccc2c(c1)OCCO2	-1.8	15	-21	-20	4	-4	-14	11	-1
42	COc1ccc(C)cc1S(=O)(=O)N1CCN(S(=O)(=O)c2cc(C)ccc2OC)C(C)C1 (stereo not given)	0.1	-8	15	-3	5	-5	14	0	3
43	CCN(CC)S(=O)(=O)c1cccc(C(=O)N/N=C2\CCCC(=O)C2)c1	1.0	-13	-3	-16	-3	1	9	.	-1
44	CC1CCc2onc(C(=O)NCc3ccco3)c2C1 (stereo not given)	0.3	5	2	-7	6	-7	14	-1	-4
45	Cc1cc(=O)oc2c1c(C)nn2-c1nn[nH]n1	1.5	38	-9	-4	4	-19	22	0	-1
46	O=c1cc(N2CCN(c3ccccc3Cl)CC2)[nH]c(=O)n1Cc1ccc(F)cc1	-2.1	15	-11	-28	8	-9	-7	.	10
47	O=c1[nH][nH]cc1C=Nc1ccc(Cl)cc1	-0.2	19	-10	-7	2	-2	16	-2	-1
48	O=C(Nc1ccc(Cl)cc1)NC1CCCCC1Cc1ccco1 (stereo not given)	1.8	45	7	-9	5	-17	0	0	0
49	CN(Cc1ccccc1)S(=O)(=O)c1ccc(NC(=S)NC(=O)C2CCCCC2)cc1	4.0	27	-26	8	1	0	10	0	3
50	COc1ccc(NC(=S)Nc2cnc3ccccc3c2)c(OC)c1	0.1	1	-10	5	4	-6	-1	-2	-1
51	CCN(CC)C(=O)CSc1nc(O)cc(=O)n1CC	1.8	57	-7	-1	1	-6	-8	2	1
52	CCOC(=O)[C@@H]1CCN(Cc2ccccc2)C[C@H]1c1ccccc1	0.1	7	5	-35	0	0	-8	.	-2
53	CS(=O)(=O)N(CC(=O)NCCSCc1ccccc1)c1ccc2c(c1)OCO2	-0.1	2	-6	-14	7	0	-7	2	7
54	CCCCCn1c(CNC(=O)COC)nc2ccccc21	0.2	-12	-17	0	3	-1	2	-4	-1
55	O=C(CSc1nc2cc3ccccc3cc2[nH]1)Nc1ccc(F)cc1	-0.1	81*	-2	-15	5	-15	2	5	-1
56	CCOC(=O)/C=C1\SCC(=O)N1CC(=O)NC(C)C	-1.4	17	-6	-1	4	-7	-5	3	1
57	Cc1cc(N2CCN(C)CC2)nc2ccc(NC(=O)c3ccc(Br)o3)cc12	-1.1	-23	-7	6	8	-35	6	-1	2
58	COc1ccc(C(=O)Nc2nc3ccccc3[nH]2)cc1OC	0.7	-15	-12	1	4	-11	0	-3	2
59	c1ccc2c(c1)oc1c(NCc3ccc4c(c3)OCO4)ncnc12	0.3	5	-20	-19	2	-13	-32	6	-1
60	Cc1cc(NC(=O)COc2cccc(C)c2C)no1	3.7	-6	-23	-1	-1	-22	5	2	-4

Sorted by heavy-atom count (ascending): part of the list above
entry	smiles	S1P4 ag	CHOP inh	S1P4 antagonist	NPY-Y2 PAM-ag	BaF3 tox	NCF1 inh	NPY-Y1 PAM-ag	NPY Y1 blocker	Ba/F3 V617F tox
7	CC(=O)Nc1cccc(OCC(=O)Nc2ccc(F)cc2)c1	-2.9	11	-16	-28	4	-6	-11	0	2
17	Cc1ccc(OCC(=O)NNC(=S)NCc2ccccc2)cc1	1.1	0	-14	-3	10	10	-11	6	2
2	CC(C)(C)NS(=O)(=O)c1ccc(OCC(=O)NCCC2=CCCCC2)cc1	-2.0	-11	9	5	6	-12	-1	-3	-1

The listing continues:
entry	smiles	S1P4 ag	CHOP inh	S1P4 antagonist	NPY-Y2 PAM-ag	BaF3 tox	NCF1 inh	NPY-Y1 PAM-ag	NPY Y1 blocker	Ba/F3 V617F tox
61	COc1ccc(NC(=O)CN(C2CCCCC2)S(C)(=O)=O)cc1Cl	-3.0	46	-14	-9	-1	0	-10	1	-3
62	Cc1cc(NC(=O)CSc2nc3cc(Cl)ccc3c(=O)n2Cc2ccco2)no1	0.1	42	-1	1	8	5	-15	9	3
63	O=C1N=C(N2CCOCC2)S/C1=C/c1cccs1	0.5	-5	-28	-19	-2	-8	3	0	-1
64	CCN(c1ccccc1)S(=O)(=O)c1ccc(NCC2COc3ccccc3O2)nc1 (stereo not given)	-0.1	85*	8	1	5	-42	-15	8	-4
65	COc1ccc(CCNC(=O)Cn2cnc3sc(C)c(-c4ccc(F)cc4)c3c2=O)cc1OC	-0.1	47	-7	-3	4	-11	11	-4	-1
66	CCOc1ccc(N(CC(=O)Nc2ccc(OC)cc2)S(C)(=O)=O)cc1	-1.6	-31	-2	-3	4	-5	7	-6	0
